Screening results (PubChem)
LDHA inh – qHTS assay for inhibitors of human lactate dehydrogenase. L-lactate dehydrogenase A chain (Homo sapiens), P00338. hit rate 0.15% among 480,000. AID 1347041, 2019. activity change, % (values are at about 110 or 230 µM). purified LDHA, NADH/diaphorase-resazurin fluorescence; active compounds read low; in the data active = activity change below about -30%; inconclusive = mostly about -25% to -30%;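 note: plate controls were DMSO wells for no effect and wells without enzyme for full effect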
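Human LDH5 (2 nM) was incubated with 0.06 mM NADH and 0.2 mM pyruvate for 5 min at room temperature in Tris pH 7.4. Remaining NADH was coupled through diaphorase/resazurin, and resorufin fluorescence was read at 0 and 20 min.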
POLI inh – qHTS for Inhibitors of Polymerase Iota | AID 588590, 2011 | Pol iota fluorescent replication assay, 10 min | hit rate 1% among 390,000 | Potency, µM (highest dose often 115 µM), without a hit: at the top dose activity, negative = inhibition, actives largely listed as inhibitors; note: potency is the fitted concentration of half-maximal effect
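Fluorescent replication assay read twice, at 0 min and 10 min after adding 50 nM (final) substrate. Enzyme (10 nM) and compounds were first incubated 15 min at room temperature; enzyme-free buffer wells were negative controls.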
BLM helicase inh – qHTS Assay for Inhibitors of Bloom's syndrome helicase (BLM) | RecQ-like DNA helicase BLM (Homo sapiens), P54132 | recombinant BLM DNA unwinding, fluorescence dequenching | Potency, µM (highest dose often 56.1 µM), without a hit: at the highest dose activity change, negative = inhibition, hits mostly inhibitors | hit rate 0.2% among 350,000;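 note: potency is the fitted concentration of half-maximal effect; plate controls were vehicle for no effect and no enzyme for full effect; nearly all actives have a fitted effect of over 35% in size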
APE1 inh – qHTS Assay for Inhibitors of the Human Apurinic/apyrimidinic Endonuclease 1 (APE1). DNA repair nuclease/redox regulator APEX1 (Homo sapiens), P27695. recombinant APE1, TAMRA/BHQ-2 abasic DNA cleavage fluorescence. Potency, µM (series often up to 65.8 µM), for inactives: top-dose activity change, negative = inhibition, most hits filed as inhibitors. hit rate 0.35% among 350,000;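 note: potency is the fitted concentration of half-maximal effect; plate controls were vehicle for no effect and reference inhibitor for full effect; nearly all actives have a fitted effect of over 55% in size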
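Substrate: short duplex with […] THF abasic site, 5'-TAMRA and 3'-BHQ-2, 50 nM final. APE1 at 0.75 nM, preincubated 15 min RT with compound. Fluorescence increase from first to third read measured activity.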
POLK inh – qHTS for Inhibitors of Polymerase Kappa. DNA polymerase kappa (Homo sapiens), Q9UBT6. purified Pol kappa, fluorescent DNA synthesis assay, 10 min. Potency, µM (top dose mostly 107 µM), without a hit: at the top dose activity, negative = inhibition, most hits filed as inhibitors. hit rate 0.53% among 400,000. AID 588579, 2011; note: potency is the fitted concentration of half-maximal effect; % is set by controls: 0 for no effect and ±100 for the full control effect
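10 nM Pol kappa was preincubated with compounds for 15 min at room temperature. Reaction started with 50 nM (final) substrate. Fluorescence read kinetically at 0 and 10 min.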
Glioma ERSR ind – qHTS for Inducers of the Endoplasmic Reticulum Stress Response (ERSR) in Human Glioma: qHTS; U87-MG GRP78 promoter luciferase reporter, 16 h; AID 602332, 2012; Potency, µM, for inactives: top-dose activation, most hits filed as activators; hit rate 0.02% among 420,000; note: potency is the fitted concentration of half-maximal effect; series mostly up to about 76 µM; % of control where 0% means no effect; nearly all actives have a fitted effect of over 35% in size
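ERSR induction read as luciferase luminescence (Bright-Glo, 10 min at room temperature) in stably transfected human U87-MG glioma cells exposed to compounds for 16 h, using GRP78 as sensor.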
POLH inh – qHTS for Inhibitors of Polymerase Eta | AID 588591, 2011 | hit rate 1.2% among 390,000 | Potency, µM (doses to about 114 µM), for the others: at the top dose activity change, negative = inhibition, hits mostly inhibitors | DNA polymerase eta (Homo sapiens), Q9Y253 | recombinant Pol eta, fluorescent DNA replication assay; note: potency is the fitted concentration of half-maximal effect; % is set by controls: 0 for no effect and ±100 for the full control effect
Target sequence (Q9Y253 whole entry, looked up): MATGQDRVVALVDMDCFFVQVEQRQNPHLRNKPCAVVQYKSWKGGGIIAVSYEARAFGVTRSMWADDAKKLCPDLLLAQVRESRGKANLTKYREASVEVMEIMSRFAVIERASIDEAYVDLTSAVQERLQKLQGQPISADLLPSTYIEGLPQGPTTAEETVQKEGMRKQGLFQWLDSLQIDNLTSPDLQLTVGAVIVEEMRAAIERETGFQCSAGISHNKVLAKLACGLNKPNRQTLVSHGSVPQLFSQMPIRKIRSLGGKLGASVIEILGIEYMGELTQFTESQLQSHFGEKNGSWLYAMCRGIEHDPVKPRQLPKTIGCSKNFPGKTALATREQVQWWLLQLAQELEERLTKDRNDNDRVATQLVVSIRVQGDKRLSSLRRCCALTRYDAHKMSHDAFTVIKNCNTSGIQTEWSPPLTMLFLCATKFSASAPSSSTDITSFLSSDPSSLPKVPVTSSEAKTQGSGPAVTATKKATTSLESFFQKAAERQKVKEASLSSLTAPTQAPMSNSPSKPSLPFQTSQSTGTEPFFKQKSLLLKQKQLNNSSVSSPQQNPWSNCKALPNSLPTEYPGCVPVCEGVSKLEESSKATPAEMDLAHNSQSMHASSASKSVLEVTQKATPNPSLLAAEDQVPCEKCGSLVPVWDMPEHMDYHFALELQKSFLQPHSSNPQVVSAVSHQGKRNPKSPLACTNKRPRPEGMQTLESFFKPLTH
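Fluorescent replication assay: 50 nM final substrate added after a 15 min room-temperature compound preincubation with 10 nM enzyme. Signal taken at 0 min and again at 10 min.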
Apoferritin bind – qHTS Assay for Identification of Novel General Anesthetics. Ferritin light chain (Equus caballus), P02791. apoferritin/1-aminoanthracene competitive binding, fluorescence. Potency, µM (doses to about 77.5 µM), inactives show at the highest dose activity change, negative = displacement, most hits filed as inhibitors. hit rate 0.074% among 350,000; note: potency is the fitted concentration of half-maximal effect; % is set by controls: 0 for no effect and ±100 for the full control effect; nearly all actives have a fitted effect of over 20% in size
Target sequence (P02791 2-175 limits assumed): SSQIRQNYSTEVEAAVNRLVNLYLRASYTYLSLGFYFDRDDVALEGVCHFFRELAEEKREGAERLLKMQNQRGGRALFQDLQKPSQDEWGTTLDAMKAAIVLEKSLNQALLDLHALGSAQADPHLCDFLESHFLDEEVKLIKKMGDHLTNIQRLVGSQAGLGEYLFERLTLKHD
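Horse-spleen apoferritin (10 uM) in 50% saturated 1-aminoanthracene in PBS was incubated 10 min at room temperature with compound. Fluorescence (ex 380, em 535 nm) was normalized to free and bound 1-AMA, with concentration-response fitted by a four-parameter Hill equation.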
POLB inh – qHTS Assay for Inhibitors of DNA Polymerase Beta; P06746; Pol beta primer extension/strand displacement, fluorescence kinetic; Potency, µM (top dose mostly 114 µM), for inactives: at the highest dose activity change, negative = inhibition, most hits filed as inhibitors; hit rate 1.3% among 340,000; note: potency is the fitted concentration of half-maximal effect; % is set by controls: 0 for no effect and ±100 for the full control effect
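Human Pol beta at 10 nM; strand-displacement substrate 50 nM final. Compound exposure 15 min at room temperature before start, reaction 10 min at room temperature.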
The depositor's hits bear a star; ? = inconclusive; · = no result given; & = joins results of further samples; [ ] = another dose, or the depositor's remark. Unless noted, calls come from the whole dose curve; as a rule, active = well fitted curve in the direction sought with a large enough effect; inconclusive = small, poorly fitted or top-dose-only effect, or another doubt; inactive = no such curve, though single readings can be large; an effect the other way counts as inactive or inconclusive.

Order of results – LDHA inh	POLI inh	BLM helicase inh	APE1 inh	POLK inh	Glioma ERSR ind	POLH inh	Apoferritin bind	POLB inh
COc1ccc(/C=N/Nc2ncnc3sc4c(c23)CCCC4)cc1OC
    -4	125%[activator]	-3%	-2%	-6%	-3%	-20%	-9%	8%
CCC(C)(C)c1ccc(OCCCC[n+]2cccc(C)c2C)c(C(C)(C)CC)c1
    1	-27%	-2%	4%	-7%	-13%	-18%	-9%	28%
O=S(=O)(c1ccc(OC(F)(F)F)cc1)N1CCC(c2nc3ccccc3s2)CC1
    -8	-4%	1%	·	-5%	-4%	-6%	-7%	41%
COc1cc(OC)cc(C(=O)NC(C)c2ccc(Br)cc2)c1 (stereo not given)
    -7	-4%	-11%	2%	-5%	-4%	-6%	-7%	-21%
Cc1ccccc1-n1nc(CO)c(C(=O)NCCc2ccccc2)n1
    -6	10%	0%	·	-5%	-2%	-23%	-13%	4%
CCOC(=O)N1CCc2c(sc3c2c(=O)n(-c2ccc(Cl)cc2)c(=O)n3CC(C)C)C1
    -3	56%[activator]	-2%	·	7%	-2%	-10%	-3%	24%
COCCCn1c(=O)c2ccccc2n(CC(=O)N2CCCc3ccccc32)c1=O
    1	18%	-4%	5%	3%	0%	-9%	-8%	1%
Cn1c(N)c(S(=O)(=O)NCc2ccc(F)cc2)c(=O)n(C)c1=O
    -5	4%	2%	19%	-19%	0%	-3%	-7%	-28%
Cc1cc(N/N=C(/CCC(=O)O)C(=O)O)nc2ccccc12
    -1	0%	2%	?	-3%	-1%	-11%	-7%	45%
CC(C)CCOP(=O)(c1ccccc1)c1ccccc1
    -3	17%	0%	-1%	-11%	-3%	1%	-15%	46%
CCN(CCCNC(=O)c1ccc2c(c1)NC(=O)CN2C)c1cccc(C)c1
    5	1%	-3%	27%	0%	-13%	-22%	?	-20%
Brc1ccc(-c2ncc3ccccn23)cc1
    -1	-14%	-1%	2%	1%	-1%	5%	-9%	13%
COCCn1c(C)cc(C(=O)COc2nc3ccccc3nc2C)c1C
    -3	2%	-1%	-3%	-11%	-1%	-3%	-12%	9%
Cn1nc(C(=O)Nc2ccc3c(c2)OCO3)c2ccccc2c1=O
    0	?	-3%	56%	-11%	19%	3%	-9%	1%
Cc1cccn2c(=O)c(C(=O)N3CCN(c4ccccc4F)CC3)cnc12
    -2	-8%	3%	·	2%[60.1 µM]	-2%	-3%	-5%	9%

Pulled by structure from the entries so far (2):
Order of results – LDHA inh	POLI inh	BLM helicase inh	APE1 inh	POLK inh	Glioma ERSR ind	POLH inh	Apoferritin bind	POLB inh
CC(C)CCOP(=O)(c1ccccc1)c1ccccc1
    -3	17%	0%	-1%	-11%	-3%	1%	-15%	46%
O=S(=O)(c1ccc(OC(F)(F)F)cc1)N1CCC(c2nc3ccccc3s2)CC1
    -8	-4%	1%	·	-5%	-4%	-6%	-7%	41%

(cont.)
Order of results – LDHA inh	POLI inh	BLM helicase inh	APE1 inh	POLK inh	Glioma ERSR ind	POLH inh	Apoferritin bind	POLB inh
Cc1ccc(S(=O)(=O)N2CCOCC2)cc1C(=O)OCC(=O)NC1CCCCC1
    -4	12%	·	-2%	-18%	-2%	-1%	·	·
O=C(NCC1CCCO1)Nc1cc(Cl)cc(Cl)c1 (stereo not given)
    -7	-6%	0%	-1%	-12%	4%	-6%	-18%	-24%
CC(=O)c1c(C)[nH]c(C(=O)Nc2ccccn2)c1C
    0	50%[activator]	-2%	-7%	3%	-8%	-8%	-6%	4%
COC(=O)CNC(=O)C(=O)OC
    ·	·	0%	?	13%[60.1 µM]	0%&-4%	·	-9%&2%	·
CCN(CC)C(=O)NC(c1ccc(C)c(F)c1)C(Cl)(Cl)Cl (stereo not given)
    -3	-5%	-2%	11%	-4%	-7%	-15%	-13%	22%
O=C(/C=C/c1ccco1)Nc1nc(-c2ccccc2)cs1
    -11	31%[activator]	-8%	-6%	2%	5%	-6%	-6%	0%
COc1ccccc1C(=O)NCC(=O)OCc1csc(-c2ccccc2)n1
    -7	85%[activator]	0%	-2%	-11%	4%	-8%	-17%	-14%
Fc1cccc(Nc2nc(-c3ccncc3)nc3ccccc23)c1
    -6	?	-24%	·	-23%	-6%	14µM*	-2%	13µM*
N#Cc1ccccc1NC(=O)CSc1ccc([N+](=O)[O-])cn1
    -2	20%	-12%	13%	-24%	1%	-7%	-5%	18%
CCCN(CC1CC1)C(=O)COC(=O)c1ccc2c(c1)C(=O)N(c1ccc(OCC)cc1)C2=O
    -1	36%[activator]	-3%	2%	3%	-4%	-13%	-17%	2%
Cc1ccc[n+](/C(=C\C(=C=[N-])C#N)C(=O)c2ccc(Cl)cc2)c1
    -3	28%	-6%	-6%	-10%	-6%	-6%	-2%	-1%
COc1cccc(NC(=S)N2CCC(N(C)CC3CCCO3)CC2)c1 (stereo not given)
    2	-7%	3%	5%	3%	-2%	-18%	3%	15%
CCc1cc(=O)oc2c(CNCc3ccc(OC)cc3OC)c(O)c(Cl)cc12
    -4	118%[activator]	0%	7%	7%	-3%	-16%	461%[activator]	2%
COc1c(C)cc(Br)cc1C(=O)Nc1ccc(S(N)(=O)=O)cc1
    -6	68%[activator]	-2%	-3%	7%	0%	-12%	1%	0%
COc1ccccc1C(=O)NCC(=O)N1CCN(S(=O)(=O)c2ccccc2C(F)(F)F)CC1
    -6	14%	·	2%	9%	1%	-3%	·	·
Cc1ccc2c(Cl)c(C(=O)N/N=C/c3cccn3C)sc2c1
    -1	7%	-1%	2%	-19%	6%	-9%	2%	-26%
Fc1ccccc1-c1nc(NCc2ccccc2)c2ccccc2n1
    0	2%	-14%	-4%	-9%	-3%	-24%	-8%	?
Cc1ccc2oc(=O)c3cc(C(=O)Nc4ccc(F)cc4F)sc3c2c1
    0	9%	-5%	·	-3%	-2%	-3%	-6%	28%
Cc1cccc(OCC(=O)N/N=C\c2cccn2C)c1C
    -10	13%	-10%	7%	-3%	-1%	2%	-9%	18%
COCc1cc(C(C)=O)ccc1OCC(=O)Nc1ccc(NC(C)=O)cc1
    -1	85%[activator]	-1%	?	8%	-7%	-19%	-3%	0%
c1ccc2c(Cn3ccnc3)cccc2c1
    -3	43%[activator]	5%	-20%	2%	-4%	-15%	-13%	?
CCOC(=O)c1cnc2sccn2c1=O
    1	-12%	0%	16%	0%	0%	-5%	-9%	15%
CC(=O)OCCN1CCN(C(=O)CN2C(=O)NC(c3ccccc3)(c3ccccc3)C2=O)CC1
    -5	-15%	3%	-2%	5%	-6%	-5%	-2%	-1%
C=CCNc1cc(F)ccc1S(=O)(=O)NCC=C
    -8	8%	·	-2%	-10%	-4%	-2%	·	·
CCOC(=O)Nc1ccc2c(CNC(C)c3ccccc3OC)cc(=O)oc2c1 (stereo not given)
    -2	16%	-4%	34%	7%	-4%	-18%	-9%	0%
CC(C)=CCC/C(C)=C/CO/N=C1/C[C@@H](O)[C@@H](O)[C@@H]2[C@@H]3C(=O)N(C[C@@H]4CCCO4)C(=O)[C@H]3CC[C@H]12
    ·	·	3%[12.4 µM]	2%[12.4 µM]	·	-1%	·	-5%[15.3 µM]	·
COc1ccc(Cc2nnc(NC(=O)C3CC(=O)N(CCc4ccc(F)cc4)C3)s2)cc1OC (stereo not given)
    -2	4%	1%	7%[12.4 µM]	-5%	3%	-7%	-15%	0%
O=C(NCC(=O)N1CCN(c2ncc(C(F)(F)F)cc2Cl)CC1)c1ccc(Br)o1
    -6	25%	-4%	-8%	-15%	-1%	-17%	-4%	7%
C=CCN1C=C2C(=O)C(C)(OC(=O)CCC(=O)OC)C(=O)C(Br)=C2C=C1c1ccc(OC)cc1 (stereo not given)
    17	?	-19%[12.4 µM]	0%[12.4 µM]	-10%	0%	?	-4%	21%
CC(C)(C)c1nc(SCC(=O)N2CC(=O)Nc3ccccc32)c2ccccc2n1
    -4	136%[activator]	-6%	3%	-3%	2%	-13%	-4%	1%
CCCCC(=O)Nc1ccccc1C(=O)N1CCOCC1
    0	10%	-5%	-8%	-8%	-4%	10%	-1%	9%
O=C1CS/C(=N\NC(=O)c2ccccc2)N1
    6	2%	-6%	1%	-11%	3%	4%	0%	-1%
CC(OC(=O)c1ccc(Cl)nc1)C(=O)NCc1ccc2c(c1)OCO2 (stereo not given)
    -4	52%[activator]	·	-3%	-14%	-6%	8%	·	·
CCn1c(COc2ccccc2)nnc1SCC(=O)Nc1ccc(N2CCOCC2)cc1
    -11	15%	-5%	27%	-3%	-1%	-12%	-5%	93%
Fc1ccccc1N1CCN(c2ncnc3onc(-c4ccc(Cl)cc4)c23)CC1
    0	23%	-6%	·	-19%	-3%	-22%	-7%	4%
COC(=O)C1=C(C)N(C)C(=O)NC1c1ccc(O)c(OC)c1 (stereo not given)
    -14	-1%	3%	-5%	-16%	1%	-17%	9%	16%
CNC(=O)CSc1nnnn1-c1ccc(C)cc1C
    -7	-8%	-1%	14%	-15%	-2%	-2%	-5%	43%
O=c1c2ccccc2nc(SCc2nnc(-c3ccccc3)o2)n1-c1ccccc1
    -2	17%	-3%	-5%	-4%	0%	-5%	-11%	-14%
COC(=O)NC1CCC(CC2CCC(NC(=O)OC)CC2)CC1 (stereo not given)
    0	11%	2%	-7%	6%	-6%	-9%	-4%	-15%
CC1(C)CC(=O)C/C(=N\NC(=O)c2cccs2)C1
    -3	2%	0%	-2%	-4%	3%	-7%	-7%	8%
O=C(COC(=O)CSc1ccc([N+](=O)[O-])cc1)NC1CCCCCCC1
    -2	14%	·	-10%	-18%	-5%	-10%	·	·
COC(=O)c1ccccc1NC(=O)N1c2ccccc2Sc2ccccc21
    -3	-3%	-7%	-3%	-2%	-4%	-9%	-3%	0%

Not all compounds are listed. The share of hits here may be higher or lower than overall.
